# Bioassay records deposited in PubChem BioAssay by Sanford-Burnham Center for Chemical Genomics.
# mouse EphA4 binding – inhibitors of EphA4 binding to KYL peptide, primary screen, biochemical, colorimetric, mouse EphA4 (AID 689); EphA4-AP binding to KYL peptide, pNPP A405; higher % means a stronger effect; 62,000 tested, 0.1% active; inhibition, % at 10 µM; hits with a dose series show IC50 in µM; Ephrin type-A receptor 4 (Mus musculus); in the data active means a potency from the dose series; inactive means the rest, 99 in 100 with inhibition below about 22%
# Active calls of the source: *.
SMILES,mouse EphA4 binding
CCn1c(COc2ccc(OC)cc2)nc2ccccc21,-15.6%
Cc1onc(-c2ccccc2)c1C(=O)Nc1nnc(N(C)Cc2ccccc2)s1,-8.2%
O=C(Nc1ccccc1CO)c1cccc(F)c1,-13.8%
Cc1cc(NC(=O)c2ccc(Cl)c([N+](=O)[O-])c2)ccc1Br,-8.5%
Cc1nc2ccccc2c2oc(C(=O)NCCCN3CCC(C)CC3)cc12,6.6%
CC1=NN(C(=O)CSc2ccccn2)C(C)(O)C1 (stereo unspecified),-2.7%
CCC(=O)N1c2ccc(S(=O)(=O)CCC(=O)NC3CCCC3)cc2CC1C (stereo unspecified),-9.7%
C=COCCNC(=O)C(=O)Nc1ccc(CC)cc1,1.8%
CCc1ccccc1N1CC23C=CC(O2)C(C(=O)OCC(C)C)C3C1=O (stereo unspecified),-8.8%
COc1ccccc1NC(=O)C1CCCN(S(=O)(=O)c2cnc[nH]2)C1 (stereo unspecified),4.4%
O=C(O)CN1C(=O)c2cccc3c(I)cc(Br)c1c23,-11.9%
Clc1cnc(N/N=C/c2cccs2)c(Cl)c1,-7.2%
CCc1ccc(C(=O)c2ccccc2C(=O)O)s1,-7.3%
N#Cc1ccccc1NC(=O)COc1ccccc1,-1.4%
O=C1OCCC1Sc1nc2cc(Cl)ccc2n1Cc1ccccc1 (stereo unspecified),-7.5%
Cc1ccc(CNC(=O)C23CN(Cc4ccccc4)CC2C(c2ccc([N+](=O)[O-])cc2)=NO3)o1 (stereo unspecified),-2.9%
CCOc1ccc(-c2nnc3ccc(SCc4ccc(C(=O)OC)o4)nn23)cc1,-0.3%
O=C(NC1CCCCC1)N1CCC(n2c(=O)[nH]c3ccccc32)CC1,-10.9%
CC(C)Sc1nnc(Nc2ccccc2)s1,-7.7%
CCOC(=O)C1(C)NC(c2ccccc2F)C2C(=O)N(c3cccc(C(C)=O)c3)C(=O)C21 (stereo unspecified),-3.5%
CCOc1ccc(/C=C/C(=O)Nc2cc([N+](=O)[O-])ccc2C)cc1OC,-0.1%
CCC(C(=O)N1CCOCC1)n1c(C(=O)OC)cc2occc21 (stereo unspecified),1.6%
CC1CCCC(NC(=O)COC(=O)c2ccc(S(=O)(=O)N3CCOCC3)cc2)C1C (stereo unspecified),11.8%
Cc1ccn2cc(CNS(=O)(=O)c3ccc(Cl)s3)nc2c1,-1.3%
CCC(C)(c1ccc(C(=O)OC)s1)c1ccc(C(=O)OC)s1,16.5%

# In the list so far, 5 have four or more nitrogen atoms:
SMILES,mouse EphA4 binding
Cc1onc(-c2ccccc2)c1C(=O)Nc1nnc(N(C)Cc2ccccc2)s1,-8.2%
COc1ccccc1NC(=O)C1CCCN(S(=O)(=O)c2cnc[nH]2)C1 (stereo unspecified),4.4%
Cc1ccc(CNC(=O)C23CN(Cc4ccccc4)CC2C(c2ccc([N+](=O)[O-])cc2)=NO3)o1 (stereo unspecified),-2.9%
CCOc1ccc(-c2nnc3ccc(SCc4ccc(C(=O)OC)o4)nn23)cc1,-0.3%
O=C(NC1CCCCC1)N1CCC(n2c(=O)[nH]c3ccccc32)CC1,-10.9%

# Following part:
SMILES,mouse EphA4 binding
c1ccc(-c2csc3ncnc(-n4cnc5ccccc54)c23)cc1,-9.1%
O=C(NCCCn1ccnc1)Nc1ccc(Cl)c(Cl)c1,-6.6%
Cc1cccc(NC(=S)N2CCC(N(C)CC3CCCO3)CC2)c1C (stereo unspecified),-9.8%
COc1ccc(C(=O)N2CCN(C(=O)c3ccco3)CC2)cc1,-3.7%
COc1ccc(/C=C/C(=O)c2ccccc2)cc1COc1ccccc1F,3.9%
CC1CCN(C(=O)CN2C(=O)c3ccccc3S2(=O)=O)CC1,-13.8%
O=c1[nH]c(/C=C/c2ccc(OCc3ccccc3)cc2)c([N+](=O)[O-])c(=O)[nH]1,-14.6%
CN(C(=O)COC(=O)c1ccccc1Nc1ccccc1)C1CCS(=O)(=O)C1 (stereo unspecified),-1.2%
CC(C)OC(=O)c1cc2ccccc2oc1=O,-19.4%
COc1ccc(S(=O)(=O)n2nc(OC(=O)c3cccs3)cc2N)cc1,-4.9%
CCOc1ccc(C(=O)Nc2ncc([N+](=O)[O-])s2)cc1OCC,-1.1%
Cn1c(=O)c(C(=O)NC2CCCCCCC2)c(O)c2ccccc21,-3.0%
COc1cccc(N=Cc2ccc(O)cc2O)c1,-0.9%
O=C(NC1CCS(=O)(=O)C1)c1cn(-c2ccccc2)nc1-c1ccccc1 (stereo unspecified),-14.9%
COC(=O)CC1NCCNC1=O (stereo unspecified),-9.5%
O=C(O)C(Cc1ccccc1)N1Cc2ccccc2C1=O (stereo unspecified),-11.0%
CC(C)c1nc2oc3c(NCC4CCCO4)ncnc3c2c2c1CCC2 (stereo unspecified),-8.1%
Cc1ccc(-c2noc(CSc3nnnn3-c3ccccc3)n2)cc1,20.3%
O=C(c1cccs1)N1CCN(Cc2ccc3c(c2)OCO3)CC1,-12.9%
CC(C)(C)CC(C)(C)NC(=O)CSCC(=O)Nc1ccc2ccccc2c1,5.0%
COc1cc(Cl)c(C)cc1NC(=O)CSc1nnc(-c2ccccn2)n1Cc1ccco1,-0.7%
COc1ccc(CCn2c(Br)nc3c2c(=O)[nH]c(=O)n3C)cc1,-3.4%
O=C(CN1C(=O)/C(=C/c2ccc(Br)cc2)SC1=S)Nc1ncc(Cc2cccc([N+](=O)[O-])c2)s1,-2.6%
O=C(Nc1ccccc1)c1cc2c(=O)c3ccccc3oc2nc1C(F)(F)F,0.4%
CCN(CC)S(=O)(=O)c1cccc(-c2nnc(SC(C)C(N)=O)n2CCc2ccccc2)c1 (stereo unspecified),-13.3%
# The list continues.
SMILES,mouse EphA4 binding
COC(=O)c1cc(NC(=O)c2ccc(Cl)c([N+](=O)[O-])c2)cc(C(=O)OC)c1,5.9%
CCC1CCCCN1CCCNC(=O)CNC(=O)Cn1ccc2ccccc2c1=O (stereo unspecified),-9.5%
CCOC(=O)N1CCC(N(C(=O)Nc2ccc(CC)cc2)C(C)CC)CC1 (stereo unspecified),-13.5%
O=C(O)C1CC=CCC1C(=O)Nc1ccccc1Cl (stereo unspecified),-19.3%
COc1ccc(N2C(=O)C(Cl)=C(Nc3ccc(F)cc3)C2=O)cc1,3.4%
O=C(CCc1nc2ccccc2s1)N1CCN(S(=O)(=O)c2cccs2)CC1,12.2%
Cc1ccc(-c2cnn(-c3cccc([N+](=O)[O-])c3)c2N)cc1,-0.6%
Cc1ccc(/C(O)=C2/C(=O)C(=O)OC2c2ccc(Cl)cc2)cc1 (stereo unspecified),-12.8%
CC(=O)Nc1ccc(N2C(=O)CSC2c2c(F)cccc2Cl)cc1 (stereo unspecified),-11.2%
CCC(=O)Nc1ccc(-c2nnc(SCC(=O)Nc3nccs3)n2C)cc1,-6.9%
Cc1c(NC(=O)C(Sc2ccccc2)c2ccccc2)cccc1[N+](=O)[O-] (stereo unspecified),-9.2%
CN1CCc2c(sc3c2C(=O)NC(c2ccccn2)N3)C1 (stereo unspecified),6.3%
CCCCCCC(=O)N/N=C/Cc1ccccc1,1.9%
CCCCOc1c(Br)cc(/C=C2\N=C(C)OC2=O)cc1OCC,4.7%
CCCCCOc1ccc(NC(=O)C(=O)NCCC2=CCCCC2)cc1,-9.1%
Nc1ccc2nn(-c3ccc(Cl)cc3)nc2c1,-0.3%
COc1ccccc1CN(Cc1cc2cc(C)cc(C)c2[nH]c1=O)Cc1nnnn1CC1CCCO1 (stereo unspecified),-13.1%
COc1cccc(C2c3c(oc4ccc(Cl)cc4c3=O)C(=O)N2c2cc(C)on2)c1OC (stereo unspecified),-9.6%
O=C(CSc1ncccn1)Nc1ccc(S(=O)(=O)N2CCCCC2)cc1,-10.0%
COc1ccc(C2NC(=O)NC(C)=C2C(=O)Nc2cccc(Cl)c2)cc1 (stereo unspecified),2.2%
O=C(CNC1CCCCCC1)Nc1ccc(N2CCCC2)cc1,-17.0%
CSc1nnc2c(n1)[nH]c1c(C)cccc12,-9.1%
COc1ccc(N2C(=O)CC(n3cnc4ccccc43)C2=O)cc1 (stereo unspecified),-2.3%
CCCNC(=O)Cc1ncn[nH]1,-5.7%
Cc1sc(CO)c(Sc2ccccc2)c1C(=O)O,3.6%

# 5 compounds picked at random from the list so far, as already listed:
SMILES,mouse EphA4 binding
O=C(O)C1CC=CCC1C(=O)Nc1ccccc1Cl (stereo unspecified),-19.3%
O=C(CCc1nc2ccccc2s1)N1CCN(S(=O)(=O)c2cccs2)CC1,12.2%
Cc1c(NC(=O)C(Sc2ccccc2)c2ccccc2)cccc1[N+](=O)[O-] (stereo unspecified),-9.2%
CCCNC(=O)Cc1ncn[nH]1,-5.7%
COc1ccc(N2C(=O)C(Cl)=C(Nc3ccc(F)cc3)C2=O)cc1,3.4%

# Following part:
SMILES,mouse EphA4 binding
COc1ccc(OC)c(NC(=O)CN(c2cc(OC)ccc2OC)S(C)(=O)=O)c1,0.1%
COc1ccc(O)c(CN2CCN(Cc3ccccc3OC)CC2)c1,0.6%
COc1ccccc1CNC(=O)CCN1C(=O)COc2ccc(C)cc21,-13.5%
CC(C)Oc1nnnn1-c1ccccc1,-14.9%
CCCC(C(=O)NCc1ccc(OC)cc1)N(Cc1ccco1)C(=O)c1snc(C(N)=O)c1N (stereo unspecified),-23.5%
O=[N+]([O-])c1ccc(N/N=C\c2cccn2-c2ccccc2)nc1,-0.2%
c1cncc(CNc2cccc(-c3nc4ccccc4s3)c2)c1,7.6%
Cc1cccc(C)c1NC(=O)CN(C)CC(=O)Nc1cc(Cl)ccc1C#N,-5.0%
COc1ccc(N(CC(=O)Nc2ccc(Br)cc2)S(=O)(=O)c2ccccc2)cc1Cl,-4.3%
CCc1cccc(C)c1NC(=O)CN1C(=O)c2ccccc2S1(=O)=O,-6.5%
CN1/C(=C/C(=O)c2nc(S(C)(=O)=O)ncc2Cl)C(C)(C)c2ccccc21,-9.3%
Cc1ccc(N2C(=O)c3ccccc3C2Nc2ccc(S(=O)(=O)N3CCCCC3)cc2)nc1 (stereo unspecified),1.8%
Cn1c(CCN2CCN(c3ccc(F)cc3)CC2)nc2cc(NC(=O)c3ccco3)ccc21,-11.3%
COc1ccc2c(=O)c(-c3ccccc3C)c(C)oc2c1,-21.0%
O=C(NCc1cccs1)C(=O)Nc1cccc(C(F)(F)F)c1,-5.7%
Cc1ccc(C(=O)Oc2ccc(C(=S)N3CCOCC3)cc2)cc1,-6.5%
CCC(=O)OCc1c(C(F)(F)F)nn(C)c1Sc1ccc(F)cc1,0.6%
CCCNc1nc2c(c(=O)[nH]c(=O)n2C)n1CCC(C)C,9.7%
COc1ccc(CNC(=O)c2ccc(N3CCCC3=O)cc2)cc1,-13.6%
Cc1ccc(NC(=O)c2sc3nc[nH]c(=O)c3c2C)c(C)c1,-9.4%
CCOc1c2ccc(C(=O)NCc3ccc(OC(F)(F)F)cc3)cc2nn1C,-5.0%
Cc1ccc(SCc2noc(C(=O)NC(C)C)c2C(=O)O)cc1C,-8.9%
CCOC(=O)c1c(NC(=O)CSc2nnc(-c3cccnc3)o2)sc(C(C)=O)c1C,-15.8%
O=C(CSc1nnc(-c2cccnc2)n1-c1ccccc1)NCc1ccc2c(c1)OCO2,-30.2%
CCc1cc(N2CCOCC2)cc2c1[nH]c1ccccc12,-6.5%
# (more compounds)
SMILES,mouse EphA4 binding
CC(C)c1ccc(/C=N/n2cnnc2)cc1[N+](=O)[O-],-3.4%
CN1C(=O)C(=Cc2ccc(O)c([N+](=O)[O-])c2)C(=O)N(C)C1=O,-6.4%
COC(=O)c1c(C(=O)OC)c2n(c1C)Cc1ccccc1C2,-8.1%
CCN1CCN(C(=S)Nc2ccc(Cl)cc2Cl)CC1,-15.2%
O=C(CCNC(=O)c1ccc(Br)o1)NCc1ccc(Cl)cc1,-7.3%
CC(=O)c1ccc(OCC(O)CN2C(C)(C)CC(O)CC2(C)C)cc1 (stereo unspecified),-10.6%
COc1ccc(OC)c(NC2=NS(=O)(=O)c3cc([N+](=O)[O-])ccc32)c1,10.8%
Cc1cc(C)nc(N2CCCC(C(=O)NCc3cccc(C(F)(F)F)c3)C2)n1 (stereo unspecified),-0.8%
CCn1c(COc2c(C)cccc2C)nnc1SCC(=O)N1CCN(c2ccccc2)CC1,-5.6%
CCCc1n[nH]c2c1C(=O)C(C(=O)OC)C(C)(C)C2 (stereo unspecified),4.6%
COc1cccc(-c2cc(C(=O)Nc3cc(C)on3)no2)c1,-5.9%
CCCCC(=O)Nc1nc2c(OC)ccc(OC)c2s1,-3.3%
CCCn1c(CN2CCN(C)CC2)nc2ccccc21,-3.1%
COC(=O)CN(c1cc(C(F)(F)F)ccc1Cl)S(C)(=O)=O,-2.2%
COc1cc(C2Nc3ccccc3C(=O)N2Cc2ccco2)cc(OC)c1OC (stereo unspecified),-2.8%
CC1(C)COC(c2cccn2Cc2ccc(F)cc2Cl)=N1,-15.1%
CCC(c1nnnn1CCOC)N1CCN(Cc2ccccc2OC)CC1 (stereo unspecified),-3.6%
Cc1ccc(CNCC(O)(c2ccccc2)c2ccc(F)cc2)cc1 (stereo unspecified),3.9%
Cc1ccc(C(=O)Nc2ccc3nn(-c4ccc(Cl)cc4)nc3c2)cc1[N+](=O)[O-],-0.5%
CCNc1nc(NC(C)(C)C)nc(SC(C(C)=O)C(C)=O)n1,0.1%
COc1ccc(-c2nc(CS(=O)CC(=O)NCc3ccc(Cl)cc3)c(C)o2)cc1 (stereo unspecified),-9.7%
CC1Cc2ccccc2N1C(=O)CN1C(=O)C(=O)N(Cc2ccccc2)C1=O (stereo unspecified),11.2%
O=C(CNc1ccccc1)Nc1ccc(F)cc1,-2.1%

# Sorted by SMILES length (ascending): some entries from above.
SMILES,mouse EphA4 binding
COC(=O)c1c(C(=O)OC)c2n(c1C)Cc1ccccc1C2,-8.1%
COC(=O)CN(c1cc(C(F)(F)F)ccc1Cl)S(C)(=O)=O,-2.2%
CN1C(=O)C(=Cc2ccc(O)c([N+](=O)[O-])c2)C(=O)N(C)C1=O,-6.4%

# An excerpt of these results, as labelled records.
> COC(=O)c1c(C(=O)OC)c2n(c1C)Cc1ccccc1C2
  mouse EphA4 binding = -8.1%
> CCN1CCN(C(=S)Nc2ccc(Cl)cc2Cl)CC1
  mouse EphA4 binding = -15.2%
> O=C(CCNC(=O)c1ccc(Br)o1)NCc1ccc(Cl)cc1
  mouse EphA4 binding = -7.3%

# Not all compounds are listed (hit frequency here may not be typical).
